# High-throughput results: PubChem BioAssay, several laboratories
# TNAP inh hi DEA = TNAP (human) inhibition, high acceptor | P05186 | AID 1135 | inhibition, % at 20 µM | purified TNAP, CDP-star luminescence, 1 M DEA | actives 0.03% (n = 200,000);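 active = over 50% inhibition of tissue-nonspecific alkaline phosphatase at 20 µM in the single-dose screen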;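 also: plate controls were DMSO wells for no effect and EDTA-quenched wells as full inhibition for full effect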
# Target sequence (P05186 whole entry, looked up): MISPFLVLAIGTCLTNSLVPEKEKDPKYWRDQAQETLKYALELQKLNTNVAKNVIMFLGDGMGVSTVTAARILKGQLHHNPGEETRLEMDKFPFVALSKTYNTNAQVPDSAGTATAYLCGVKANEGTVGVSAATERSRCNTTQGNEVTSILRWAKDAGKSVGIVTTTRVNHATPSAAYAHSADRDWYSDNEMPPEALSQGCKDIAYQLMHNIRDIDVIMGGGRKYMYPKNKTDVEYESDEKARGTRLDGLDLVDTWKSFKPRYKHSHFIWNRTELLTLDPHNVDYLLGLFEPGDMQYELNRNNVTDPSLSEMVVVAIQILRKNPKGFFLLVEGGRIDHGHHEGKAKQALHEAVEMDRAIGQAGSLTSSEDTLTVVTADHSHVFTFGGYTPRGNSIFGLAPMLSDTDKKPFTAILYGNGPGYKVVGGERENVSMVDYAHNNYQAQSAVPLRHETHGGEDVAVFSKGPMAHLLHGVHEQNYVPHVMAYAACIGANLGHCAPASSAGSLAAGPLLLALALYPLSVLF
# bIAP inh = intestinal alkaline phosphatase (bovine) inhibition | purified bovine IAP, CDP-star luminescence, 30 min | inhibition, % at 20 µM | 190,000 tested, under 10 active | AID 1019;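 active = over 50% inhibition of intestinal alkaline phosphatase at 20 µM in the single-dose screen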
#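 test system = bovine IAP enzyme | medium = DEA buffer 100 mM, pH 9.8, with MgCl2 1.0 mM, ZnCl2 0.02 mM | detection = luminescence | dosing = single compound dose of 20 µM, 2% DMSO final | incubation = 30 min reaction at room temperature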
# PMI act hi M6P = PMI (human) activation, high substrate. actives 0.34% (n = 190,000). P34949. coupled PMI enzyme assay, resazurin fluorescence, 20 min; hits give high values; 1 = untreated enzyme, 0 = substrate-free blank. activation factor at 20 µM;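 active = activation factor of 2 or more at 20 µM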
# Target sequence (P34949 whole entry, looked up): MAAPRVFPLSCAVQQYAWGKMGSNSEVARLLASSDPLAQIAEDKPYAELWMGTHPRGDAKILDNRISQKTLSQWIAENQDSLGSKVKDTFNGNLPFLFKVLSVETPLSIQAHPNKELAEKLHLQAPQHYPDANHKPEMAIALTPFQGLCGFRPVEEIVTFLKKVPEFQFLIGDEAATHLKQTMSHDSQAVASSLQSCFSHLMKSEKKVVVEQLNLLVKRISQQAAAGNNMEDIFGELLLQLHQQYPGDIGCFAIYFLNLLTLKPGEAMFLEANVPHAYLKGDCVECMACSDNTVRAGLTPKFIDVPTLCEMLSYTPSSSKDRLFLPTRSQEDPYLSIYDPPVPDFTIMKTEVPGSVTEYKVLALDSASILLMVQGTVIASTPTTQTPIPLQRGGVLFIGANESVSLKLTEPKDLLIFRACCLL
#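 Material: human phosphomannose isomerase with PGI, G6PDH, diaphorase coupling enzymes. Quantity: 15 ng/mL PMI. Medium: HEPES pH 7.4 buffer with MgCl2 and Tween-20. Reagent: Near-saturating mannose-6-phosphate, 1.0 mM. Compound: 20 µM single dose. Times: enzyme reaction with compound 20 min at room temperature. Detection: resorufin fluorescence at Ex 544/Em 590 nm.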
# bIAP activator = intestinal alkaline phosphatase (bovine) activation; activation factor at 20 µM; purified bovine IAP, CDP-star luminescence, 30 min; hits give high values; fold of DMSO-control signal, blank-subtracted; actives 0.17% (n = 200,000); AID 1016;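 active = activation factor of 2 or more at 20 µM, a signal rise over negative controls twice the positive control's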
# TNAP inh noacc = TNAP (human) inhibition, acceptor-free conditions | actives 0.26% (n = 200,000) | purified TNAP, CDP-star luminescence, 30 min | P05186 | AID 1012 | inhibition, % at 20 µM;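 active = tissue-nonspecific alkaline phosphatase inhibition above about 50% at 20 µM in the single-dose screen, limit read from the data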;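 also: 0% = DMSO negative control and 100% = EDTA positive control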
# L major viab = Leishmania major promastigote growth inhibition; Leishmania major promastigotes, resazurin fluorescence viability; actives 9% (n = 200,000); inhibition, % at 10 µM; in the data active = inhibition above about 50%;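 also: promastigotes grown with compound for 44 hours at 28 °C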
# Diaph act CS = counter-screen for diaphorase-based assays: diaphorase activators and chemical reducers; Diaphorase/resazurin coupled assay, resorufin fluorescence, 16 min; hits give high values; 1 = vehicle wells, 0 = NADH-free wells; activation factor at 20 µM; actives 0.005% (n = 190,000); AID 1229;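 active = diaphorase activity raised at least twofold by the compound at 20 µM; inactive = activation factor below 2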
#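 Material: purified diaphorase enzyme from Clostridium kluyveri / Medium: HEPES pH 7.4 buffer with MgCl2 and Tween 20 / Schedule: enzyme reaction of 16 min at room temperature / Measured by: resorufin fluorescence, excitation 544 nm, emission 590 nm / Evaluation: rise in resorufin formation, marking diaphorase activation or chemical reduction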
# PMI activator = increases human mannose-6-phosphate isomerase activity | P34949 | purified human PMI, coupled resazurin fluorescence, 20 min; hits give high values; 1 = vehicle control, 0 substrate-free wells | activation factor at 20 µM | actives 0.005% (n = 190,000) | AID 1214;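 active = activation factor of 2 or more at 20 µM, relative to plate controls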
# TNAP act hi DEA = TNAP (human) activation, high acceptor; P05186; purified TNAP, CDP-star luminescence, 1 M DEA, 30 min; hits give high values; 0 = EDTA background, 1 = DMSO-only activity; activation factor at 20 µM; 200,000 tested, under 10 active;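 active = activation factor at least 2 at 20 µM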
#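 Measured by: Luminescent substrate turnover signal | Test system: Human TNAP | Input: TNAP 1/800 final | Dosing: 20 µM single point | Schedule: 30 min, room temperature | Controls: EDTA wells as negative control, DMSO wells as positive control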
# Diaph inh CS = diaphorase inhibition or chemical oxidation counter-screen. actives 0.69% (n = 190,000). inhibition, % at 20 µM. AID 1217. diaphorase resazurin-to-resorufin fluorescence, NADH, 16 min; bacterial (C. kluyveri) enzyme, not human;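 active = primary screen inhibition at 20 µM above a set limit, cut at about 50% in these data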;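 also: plate controls were DMSO with full reaction for no effect and wells lacking NADH for full effect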
#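 Test system: Clostridium kluyveri diaphorase enzyme / Quantity: diaphorase at 0.14 U/mL in enzyme working solution / Incubation: 16-min room-temperature incubation before reading / Benchmarks: NADH-free wells as positive control, DMSO-only neutral wells / Signal: resorufin fluorescence 544/590 nm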
# The depositor's hits bear a star.
SMILES,TNAP inh hi DEA,bIAP inh,PMI act hi M6P,bIAP activator,TNAP inh noacc,L major viab,Diaph act CS,PMI activator,TNAP act hi DEA,Diaph inh CS
Cc1nn(-c2ccccc2)c(Cl)c1/C=N\NC(=O)c1cncc(Br)c1,6,1,1,1,4,-3,0.9,0.9,0.9,10
CC(C)CC(NC(=O)c1cccs1)c1nnc(SCc2ccc(Cl)c(Cl)c2)n1C (configuration not stated),3,4,0.9,1,-8,0,0.8,0.9,1,17
C(=N\c1nccs1)/c1c[nH]c2ccccc12,0,8,1,0.9,-6,4,0.9,0.9,1,8
C=CCc1cc(C)cc(C)c1OCCn1cncn1,0,6,0.9,0.9,-7,1,0.9,1,1,11
CN1CCN(CC(=O)N2c3ccccc3C(=O)Nc3cccnc32)CC1,-2,10,1.1,0.9,-12,-3,0.9,1.3,1,5
CC(O)[C@H](NC(=O)C1(c2ccccc2)CCN(C(=O)OC(C)(C)C)CC1)C(=O)O (some centres not stated),-9,-5,1,1,-15,-4,0.9,1.1,1.1,12
COC(=O)c1ccc(O)c(Sc2cc(C(=O)OC)ccc2O)c1,3,-13,0.8,1.1,1,-7,0.8,0.8,1,20
COc1ccc(-c2[nH]ncc2CN(Cc2nccn2C)C(C)C)c(F)c1,-5,-28,1,1.3,26,1,1,1,1,0
CCO[C@H]1OC(C(=O)N2CCN(C)CC2)=C[C@@H](c2ccc(Br)cc2)[C@@H]1CCCO,-6,-13,1,1.1,-8,-3,0.8,1,1.1,22
CCOC(=O)c1c(-c2ccc(OC)cc2)csc1NC(=O)COc1ccc2c(C)cc(=O)oc2c1,-3,9,1.1,0.9,3,-4,1,1,1,-4
CN(C)C(=S)NC(=O)C(c1ccccc1)c1ccccc1,-2,4,0.9,1,-7,7,0.9,0.9,1,12
COc1ccc(CCN2C(=O)CC(NNC(=O)c3ccc(F)cc3)C2=O)cc1OC (configuration not stated),-2,22,1,0.8,-14,3,0.9,1,1,9
Cc1cc(-n2c(C)cc(C(=O)CSc3nnnn3-c3ccccc3)c2C)no1,-1,20,0.8,0.8,-7,4,0.8,1,1,15
CC(C)(C)n1nc2c(c1NC(=O)Cc1ccccc1)CS(=O)(=O)C2,-2,-9,1,1.1,-12,13,1,1.1,1,1
Cc1cc(C)nc(NC(=NCCc2c[nH]c3ccccc23)NC(=O)c2ccco2)n1,-12,-18,0.9,1.2,-16,28,0.7,0.9,1.1,27
N/C(Cn1cncn1)=N\OC(=O)c1ccc(Cl)cc1Cl,-2,-19,1,1.2,-3,-7,1,1.1,1,-3
CCOC(=O)c1c(C)[nH]c(C(=O)CN2C(=O)NC(CC)(c3ccccc3)C2=O)c1C (configuration not stated),-5,-9,1,1.1,-14,40,0.8,1,1.1,18
COc1cc(NC(=O)C(C)C)ccc1NC(=O)c1ccco1,-6,8,0.9,0.9,-12,-7,0.8,0.9,1.1,22
CC1CCN(C(NC(=O)c2ccco2)C(=O)c2ccccc2)CC1 (configuration not stated),-3,0,1,1,-8,-2,0.9,0.9,1,11
COC(=O)C1C2C=CC3(CN(Cc4ccco4)C(=O)C13)O2 (configuration not stated),1,-1,1.1,1,-6,-9,0.9,1,1,5
O=C(NCCNC(=O)c1ccco1)c1cccc(F)c1,-12,6,1,0.9,-11,-6,0.8,1,1.1,20
Cc1ccc(NC(=S)N(C)Cc2cn(C)c3ccccc23)cc1,-1,41,0.9,0.6,-17,63*,0.8,0.9,1,18
O=[N+]([O-])c1ccc(OCc2cnc(Cl)s2)c([N+](=O)[O-])c1,0,9,1,0.9,-3,28,0.9,1,1,8
COCCn1c(-c2ccco2)nc2nc3ccccc3nc21,-4,3,1.5,1,-15,3,0.8,1.1,1,20
Cc1ccc(S(=O)(=O)O)c(C)c1N1CCCC1=O,3,12,1.1,0.9,-8,-2,0.9,1,1,7
O=C(C[n+]1cn(C(F)F)c2ccccc21)c1ccc(OC(F)F)cc1,-5,-5,1.1,1.1,-1,-5,0.9,1.1,1,5
COc1cc(/C=N/NC(=O)c2ccccn2)cc2c1OCO2,-4,12,1,0.9,-26,-5,1,0.9,1,-2
NC(=O)C1=C[C@@H](c2coc3ccccc3c2=O)C[C@@H](OCc2ccc(CO)cc2)O1,-8,3,0.9,1,7,1,0.8,0.8,1.1,23
CC(C)n1c(NCc2cccs2)nc2ccccc21,-4,24,0.9,0.8,-10,15,0.8,0.8,1,20
O=C(NCCN1CCCCC1)c1c(O)c2ccccc2[nH]c1=O,-6,-8,0.8,1.1,-8,-6,1,0.9,1.1,4
Cc1ccc(-c2noc(COc3ccccc3C)n2)cc1,0,27,0.9,0.7,0,-15,0.8,0.9,1,19
Cc1ccc(N=Nc2c(=O)[nH]n3c(C)cc(C)nc23)cc1,14,31,0.8,0.7,27,-4,0.8,0.9,0.9,18
O=C(CCN1C(=O)c2ccccc2C1=O)N(CCO)Cc1ccccc1,-1,1,1,1,-5,-2,0.9,0.9,1,6
Cc1ccc(C(=O)NCc2cccnc2)cc1S(=O)(=O)Nc1ccccc1,1,-10,0.9,1.1,0,-1,0.9,0.9,1,6
O=C(NCCCn1ccnc1)c1cn(Cc2ccc(F)cc2)nn1,-10,-4,1,1,-12,-8,0.9,1.1,1.1,11
O=C(O)Cn1c(=O)cnc2ccccc21,-1,20,1,0.8,-7,-2,0.9,1,1,12
Cc1ccc(C(=O)NCC(=O)NCC(=O)OCC(=O)c2cccs2)cc1,0,-11,1.1,1.1,-5,-1,1,1.1,1,2
CCN(C(=O)Cc1c(C(=O)O)n(C)c2ccccc12)c1ccc(F)cc1,-4,-29,1.2,1.3,-4,5,1.1,1.3,1,-6
COc1ccc(S(=O)(=O)Nc2cc(C)cc(C)n2)c2ccccc12,2,3,0.8,1,-2,-1,0.8,0.8,1,16
COC(=O)Cc1ccc(NC(=S)NN2CCOCC2)cc1,7,6,1,0.9,-8,-5,0.9,0.9,0.9,9
N#CC1=C(N)OC2=C(CCc3ccccc32)C1c1ccccc1Cl (configuration not stated),4,-3,0.5,1,-2,15,0.8,0.7,1,22
N#Cc1nc(COc2ccccc2Cl)oc1N1CCCCCC1,-1,12,1,0.9,1,-4,0.9,0.8,1,12
COc1ccc(NS(=O)(=O)c2ccc(NS(=O)(=O)c3ccc(SC)cc3)cc2)c(OC)c1,-4,3,1,1,-20,0,0.8,1,1,19
CC(=O)OC[C@]1(OC(C)=O)C[C@@]23CC[C@H]4[C@@](C)(CCC[C@@]4(C)C(=O)O)[C@@H]2CC[C@@H]1C3,-2,14,0.8,0.9,-7,-6,0.8,0.9,1,16
O=C(CSc1nc2[nH]ncc2c(=O)n1-c1ccccc1Br)NCc1ccccc1Cl,1,-26,1,1.3,-9,8,0.8,1.1,1,20
COCCNC(=S)N/N=C(\C)c1ccccc1OC,-6,8,1,0.9,-10,-9,0.9,1,1.1,12
Cc1nnc(NC(=O)CSc2ncnc3c2cnn3-c2ccccc2C)s1,-3,-1,1.1,1,-10,-5,1,1.1,1,-2
Cc1cccc(-n2c(SCc3cc(=O)n4ccsc4n3)nc3ccccc32)c1,3,-1,1.3,1,-13,92*,0.8,1.3,1,18
CCOC(=O)Nc1ccc(C(=O)NCC2CCCO2)cc1 (configuration not stated),5,-2,1.1,1,-2,-5,1,1.1,1,0
Cc1cc(/C=C(\C#N)C(=O)Nc2ccc(F)cc2)c(C)n1-c1ccc(N2CCOCC2)c([N+](=O)[O-])c1,3,15,0.9,0.8,-1,40,0.8,0.8,1,19
Cc1ccc(C2(C)NC(=O)N(Cc3c(C)noc3C)C2=O)cc1 (configuration not stated),-7,3,1,1,-7,-2,0.9,0.9,1.1,10
COc1ccccc1-n1cnc2cc(NS(=O)(=O)c3ccccc3)ccc21,-4,-38,1.1,1.4,-6,98*,0.9,1,1,8
CCN(CC)CCOc1ccc(Br)cc1,0,0,1.1,1,3,0,1,1.1,1,1
Cc1ccc(-c2nnc(SCC(=O)Nc3ccc4c(c3)oc3ccccc34)n2C)c(Cl)c1,-6,14,1,0.9,5,3,0.9,1.1,1.1,12
Cc1cccc(C)c1OCC(O)CNC(C)C (configuration not stated),-4,6,1,0.9,-7,-1,1.1,1,1,-8
C=CCSC1=Nc2sccc2C2=NC(=O)CN12,-1,-2,1,1,-222,-3,0.8,1.1,1,16
CCOCCn1c(COc2ccccc2)nc2ccccc21,-1,4,0.9,1,-2,18,0.8,0.8,1,20
NC(=O)c1sc2nc(-c3ccccc3)c3c(c2c1N)CCCC3,-6,-7,1.8,1.1,-17,22,1,1.5,1.1,2
COc1ccc2[nH]c(=O)c(CN(c3ccc(C)c(C)c3)S(C)(=O)=O)cc2c1,-4,-1,0.8,1,-13,7,0.8,0.9,1,18
CCCC(=O)Nn1cnc2c(c1=O)C1(CCCC1)Cc1ccccc1-2,-1,11,0.9,0.9,-4,-12,0.8,0.8,1,21
O=C(NCCCN1CCN(c2ccc(F)cc2)CC1)c1cccc(N2CCCC2=O)c1,-2,6,0.9,0.9,-13,17,0.9,0.9,1,10
O=C(CC1Sc2ncnn2C1=O)Nc1ccccc1 (configuration not stated),-7,11,0.8,0.9,-44,100*,0.8,0.6,1.1,23

# A different layout for some results above.
SMILES: CCN(CC)CCOc1ccc(Br)cc1
- TNAP inh hi DEA: 0
- bIAP inh: 0
- PMI act hi M6P: 1.1
- bIAP activator: 1
- TNAP inh noacc: 3
- L major viab: 0
- Diaph act CS: 1
- PMI activator: 1.1
- TNAP act hi DEA: 1
- Diaph inh CS: 1

SMILES: Cc1ccc(-c2nnc(SCC(=O)Nc3ccc4c(c3)oc3ccccc34)n2C)c(Cl)c1
- TNAP inh hi DEA: -6
- bIAP inh: 14
- PMI act hi M6P: 1
- bIAP activator: 0.9
- TNAP inh noacc: 5
- L major viab: 3
- Diaph act CS: 0.9
- PMI activator: 1.1
- TNAP act hi DEA: 1.1
- Diaph inh CS: 12

SMILES: Cc1cccc(C)c1OCC(O)CNC(C)C (configuration not stated)
- TNAP inh hi DEA: -4
- bIAP inh: 6
- PMI act hi M6P: 1
- bIAP activator: 0.9
- TNAP inh noacc: -7
- L major viab: -1
- Diaph act CS: 1.1
- PMI activator: 1
- TNAP act hi DEA: 1
- Diaph inh CS: -8
